High-throughput results as filed in PubChem BioAssay.
Vif-A3F inh = blocks the Vif interaction with APOBEC3F; Potency, µM (series often up to 46.1 µM), for the others: at the top dose activity, negative = active; HeLa A3F-eYFP + Vif (tagged APOBEC3F with the HIV-1 protein that degrades it), YFP fluorescence increase; hit rate 0.2% among 390,000; also: potency is read from the fitted curve at half-maximal effect; % of control where 0% means no effect; nearly all actives have a fitted effect of over 65% in size
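HeLa cells stably expressing A3F-eYFP plus Vif, plated and incubated overnight at 37 deg C, then exposed to compounds overnight at 37 deg C. Blocked degradation read as raised yellow fluorescence (Ex 488/Em 500-530).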
D1 agonist = agonists of human D1 dopamine receptor | P21728 | HEK293 T-REx D1 cells, calcium flux, agonist mode | activation, % at 2 µM | hit rate 1% among 360,000; in the data active = activation above about 30%; also: 0% is about no effect
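Agonism was scored from calcium flux recorded over 180 s (1 read/s) after pintool compound addition, following a 10-cycle baseline. Cells were inducible force-coupled HEK293 TREx D1, plated overnight at 30 C and loaded with no-wash calcium dye.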
Glioma ERSR ind = ER stress response induction in glioma; U87-MG GRP78 promoter luciferase reporter, 16 h; Potency, µM, for the others: at the highest dose activation, actives largely listed as activators; hit rate 0.02% among 420,000; AID 602332; also: potency is read from the fitted curve at half-maximal effect; series mostly up to about 76 µM; % of control where 0% means no effect; nearly all actives have a fitted effect of over 35% in size
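ERSR induction read as luciferase luminescence (Bright-Glo, 10 min at room temperature) in stably transfected human U87-MG glioma cells exposed to compounds for 16 h, using GRP78 as sensor.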
D2 PAM = D2 dopamine receptor (human) potentiation; HEK293 T-REx D2, calcium flux, EC20 dopamine potentiation; potentiation, % at 10 µM; hit rate 0.34% among 340,000; AID 485347;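 active = potentiation over 3 SD above the plate norm, cut at about 30% in these data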; also: 0% is about no effect
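Cells plated with tetracycline inducer and held overnight at 30 C; calcium dye loaded 30–90 min at room temperature; baseline taken, compound added and read 180 s; EC20 dopamine then added and read 180 s.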
D1 potentiator = enhances dopamine response at the human D1 receptor | P21728 | HEK293 TREx D1 cells, calcium flux, dopamine EC20 potentiation | potentiation, % at 10 µM | hit rate 0.036% among 360,000 | AID 504651; in the data active = potentiation above about 30%; also: 0% is about no effect
RXFP1 agonist = activates the human relaxin receptor RXFP1; HEK293T-RXFP1 cAMP TR-FRET, 30 min; response scale: percent of porcine relaxin response, buffer zero; hit rate 0.3% among 370,000; Q9HBX9; Potency, µM (doses to about 57.5 µM), for the others: top-dose activation, actives largely listed as activators; also: potency is read from the fitted curve at half-maximal effect; % is scaled to controls: 0 for no effect and ±100 for the full control effect; nearly all actives have a fitted effect of over 60% in size; many of its hits are not listed in these tables
Target sequence (Q9HBX9 whole entry, looked up): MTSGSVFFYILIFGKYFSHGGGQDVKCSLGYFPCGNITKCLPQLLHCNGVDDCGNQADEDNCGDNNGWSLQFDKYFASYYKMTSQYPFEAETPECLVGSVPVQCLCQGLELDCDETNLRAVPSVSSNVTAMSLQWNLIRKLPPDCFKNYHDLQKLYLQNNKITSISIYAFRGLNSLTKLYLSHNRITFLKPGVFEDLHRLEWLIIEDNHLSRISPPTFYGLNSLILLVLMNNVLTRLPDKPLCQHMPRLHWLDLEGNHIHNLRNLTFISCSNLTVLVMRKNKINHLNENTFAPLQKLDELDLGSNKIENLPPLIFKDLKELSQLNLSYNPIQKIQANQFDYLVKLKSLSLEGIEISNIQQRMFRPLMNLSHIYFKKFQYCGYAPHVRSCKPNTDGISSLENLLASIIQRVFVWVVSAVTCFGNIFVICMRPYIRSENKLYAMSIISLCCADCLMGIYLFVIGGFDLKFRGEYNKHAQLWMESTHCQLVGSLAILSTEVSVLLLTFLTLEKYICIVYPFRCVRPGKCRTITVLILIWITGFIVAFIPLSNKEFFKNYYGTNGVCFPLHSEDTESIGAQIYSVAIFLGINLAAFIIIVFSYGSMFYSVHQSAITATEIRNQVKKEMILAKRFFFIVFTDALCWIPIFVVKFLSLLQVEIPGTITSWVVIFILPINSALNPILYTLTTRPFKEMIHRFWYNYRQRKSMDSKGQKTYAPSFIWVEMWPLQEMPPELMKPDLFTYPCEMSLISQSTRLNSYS
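HEK293 cells stably expressing RXFP1, treated 30 min at 37C with compounds plus PDE4 inhibitor Ro 20174; cAMP measured by HTRF TR-FRET. Normalized to buffer and 29 nM porcine relaxin; EC50 by Hill fit.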
D1 antag = blocks dopamine activation of the human D1 receptor | HEK293 TREx D1 cells, calcium flux, dopamine EC80; stronger effect = lower value | activity change, negative = inhibition, % at 10 µM | hit rate 3.2% among 360,000 | AID 504652; in the data active = activity change below about -30%; also: % is scaled to controls: 0 for no effect and ±100 for the full control effect
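Cells carrying a force-coupled, tetracycline-inducible human D1 receptor report calcium flux. Each well gets a 10 s baseline, compound with 180 s monitoring, then an EC80 dopamine stimulus with a second 180 s kinetic read.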
Vif-A3G inh = Vif-A3G binding inhibition. HeLa A3G-eYFP + Vif (tagged APOBEC3G with the HIV-1 protein that degrades it), YFP fluorescence, overnight. hit rate 0.076% among 410,000. AID 602310. Potency, µM (top dose mostly 46.1 µM), for inactives: top-dose activity, negative = active, most hits filed as inhibitors;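 also: potency is read from the fitted curve at half-maximal effect; % is scaled to controls: 0 for no effect and ±100 for the full control effect; nearly all actives have a fitted effect of over 60% in size; hits raise eYFP signal because A3G escapes Vif-driven loss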
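Read-out is eYFP fluorescence (Ex 488/Em 500-530) from Vif-expressing HeLa A3G-eYFP cells; more signal means A3G escaped Vif-mediated degradation. Cells plated overnight, compound pinned in, incubated overnight at 37 deg C.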
RXFP1 antagonist = blocks the human relaxin receptor RXFP1; Q9HBX9; HEK293-RXFP1, relaxin-stimulated cAMP HTRF, 30 min; stronger effect = lower value; activity change, negative = inhibition, % at 57.5 µM; hit rate 0.59% among 350,000; AID 1259400;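 active = activity change of -60% or lower, but not beyond a set lower limit; inconclusive = change between -60% and -40%, or beyond the set limit; inactive = change above -40%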; also: % is scaled to controls: 0 for no effect and ±100 for the full control effect
* marks the source's active call; other numbers are inactive results; u = inconclusive; x = no result given; & = joins results of further samples. Unless noted, calls follow the shape of the dose curve; as a rule, active = well fitted curve in the direction sought with a large enough effect; inconclusive = small, poorly fitted or top-dose-only effect, or another doubt; inactive = no such curve, though single readings can be large; an effect the other way counts as inactive or inconclusive.

SMILES	Vif-A3F inh	D1 agonist	Glioma ERSR ind	D2 PAM	D1 potentiator	RXFP1 agonist	D1 antag	Vif-A3G inh	RXFP1 antagonist
CC(CS(=O)(=O)c1cccc2cccnc12)N1CCCCC1 (stereo not drawn)	-25.9%	1.7	-4.7%	16.1	0.4	2.0%	2.1	1.4%	-2.5
Cc1cc(N2CCN(C)CC2)nc2ccc(NC(=O)Nc3ccc(F)cc3F)cc12	-2.4%	1.6	-2.5%	1.9	-3.5	0.8%	-3.3	1.5%	1.7
OCC1(CCCc2ccccc2)CCN(Cc2cnc(N3CCOCC3)s2)CC1	-9.6%	10.2	-1.0%	-3.0	5.6	2.1%	29.7	0.2%	12.4
CN(C)CCN1C(=O)C(=O)/C(=C(/O)c2ccc(S(=O)(=O)N3CCOCC3)cc2)C1c1ccc(F)cc1 (stereo not drawn)	2.5%	2.3	-0.5%	-2.8	-2.7	0.2%	-11.5	3.1%	8.1
COc1ccc(NC(=O)Cn2cnc3c(oc4nc5c(cc43)COC(C)(C)C5)c2=O)cc1	13.5%	1.2	-3.7%	-12.5	-7.0	0.0%	28.8	0.5%	-3.3
O=[N+]([O-])c1ccc(N=Cc2c(O)ccc3ccccc23)cc1	2.1%	1.9	-6.3%	-11.4	-2.6	5.5%	-16.3	-7.8%	9.2
Cc1ccc(C=NNc2nc3c([nH]2)c(=O)n(C)c(=O)n3C)cc1	-12.0%	x	8.7%	x	x	x	x	-6.1%	18.2
O=C(CN1C(=O)NC2(CCCCCC2)C1=O)N1CCN(S(=O)(=O)c2ccc(Cl)cc2)CC1	-2.7%	0.5	-4.6%	-1.4	2.1	1.9%	4.1	-0.9%	13.0
COc1ccc(C(=O)OCC(=O)Nc2cccc(C(C)=O)c2)cc1OC	-5.0%	1.5	-3.0%	6.5	-1.4	0.0%	-4.3	3.6%	3.4
CCn1c(C)nc2cc(C(=O)n3cc(C(=O)c4ccccc4O)cn3)ccc21	x	4.1	x	x	-2.9	0.2%	3.6	x	x
Cn1c(=O)c2c(nc(C(O)c3ccccc3)n2C)n(C)c1=O (stereo not drawn)	-12.2%	x	-4.3%	x	x	x	x	0.0%	-8.6
COc1ccc(CCNC(=S)N2CCC(Cc3ccccc3)CC2)cc1OC	0.0%	2.1	-3.7%	-1.1	-1.9	-2.3%	-21.5	-2.7%	-9.2
CCOP(=O)(OCC)C(Nc1cccc(C)c1)c1ccc(F)cc1 (stereo not drawn)	-6.0%	4.2	-3.2%	-4.2	-3.0	-0.1%	-6.9	-5.4%	-0.9
COc1ccc(-c2nnc(SCC(=O)NCc3cccs3)n2CC(C)C)cc1	0.5%	1.4	-0.3%	0.4	0.5	0.6%	-4.4	-0.9%	1.6
C=CCNC(=O)COc1ccc(S(=O)(=O)NC2CCCCC2)cc1	-4.1%	1.6	-1.5%	0.8	-6.5	2.2%	12.9	-5.6%	1.9
Cc1nonc1C(=O)N/N=C/c1cccc(O)c1	1.3%	1.9	3.9%	15.3	-6.0	0.8%	-42.7*	0.2%	12.2
COc1ccc(N(CC(=O)Nc2cc(C)cc(C)c2)S(=O)(=O)c2ccccc2[N+](=O)[O-])c(OC)c1	2.2%	2.6	-2.3%	8.9	-1.9	-2.0%	2.0	7.3%	-17.2
CC(=O)Nc1cc(C(=O)N2CCc3ccccc3C2)ccc1Sc1ccc(F)cc1	-4.4%	4.7	-4.5%	16.7	-0.8	-2.6%	-8.4	-0.5%	-14.3
COc1ccc(NC(=O)c2ccc3ncsc3c2)cc1	-1.2%	3.5	2.6%	-5.2	0.1	-3.2%	-10.7	-10.3%	-7.6
O=C(O)c1ccc(NCc2ccncc2)cc1	6.8%	2.7	-4.4%	-0.5	-0.1	-1.1%	4.1	-1.8%	-3.0
COc1cccc(CNCC(O)(c2ccc(Cl)cc2)c2ccc(Cl)cc2)c1	-21.5%	13.2	-5.4%	18.5	-4.2	-0.1%	10.2	-0.6%	9.1
COCCNC(=O)c1onc(CSc2ccc(C)c(C)c2)c1C(=O)O	-0.8%	-0.6	-4.7%	-1.0	5.8	-3.2%	3.2	-5.4%	x
O=C(CCCCn1c(=O)[nH]c2ccccc2c1=O)N1CCN(c2cccc(C(F)(F)F)c2)CC1	-2.7%	5.1	-9.0%	11.6	-2.4	2.0%	4.6	1.0%	-12.1
O=C(NNC(=O)c1ccc2c(=O)n3c(nc2c1)CCC3)c1ccc(Cl)cc1	-13.9%	2.7	-2.8%	3.3	-1.3	4.6%	-14.4	-5.3%	3.7
Cc1cc(OCC(=O)c2cccc(C(F)(F)F)c2)n2cnnc2n1	15.0%	2.5	-1.6%	1.0	-4.5	5.1%	-5.5	2.0%	-11.4
CCN(CC)C(=O)Oc1ccc(Cl)c2ccccc12	-4.7%	2.6	0.5%	-4.5	-3.6	-0.9%	-21.3	-5.9%	-26.6
CCOC(=O)CNc1nc(C(C)(C)C)nc2c1nnn2Cc1ccccc1	-5.2%	8.4	0.3%	7.2	3.9	0.0%	42.2	-25.1%	1.1
COc1ccc(CC(=O)NNC(=O)CSc2nnc(Cc3ccc(OC)cc3)n2-c2ccccc2)cc1	-17.2%	2.6	4.5%	16.7	-7.8	-1.2%	-18.5	0.5%	2.0
CCCCCCC1CC(/C(C)=N\NC(N)=O)OC1=O (stereo not drawn)	2.9%	0.7	-1.5%	4.9	-9.7	2.0%	-9.1	-2.8%	1.1
CC(=O)c1cccc(NC(=S)NC(=O)c2cccc(Cl)c2)c1	0.5%	1.8	4.7%	-3.2	-3.3	-0.5%	16.4	-0.8%	13.0
O=C(NC(CO)c1ccccc1)c1ccco1 (stereo not drawn)	-18.4%	1.5	-1.3%	x	-2.0	1.0%	-10.2	0.7%	-3.1
Cc1cccnc1NC(=O)C1CCC1	5.6%	1.1	-2.0%	0.0	1.9	-1.5%	-21.1	2.1%	12.9
COc1ccc(S(=O)(=O)CCC(=O)Nc2cccc(OC)c2)cc1	x	5.2	x	-3.1	-0.9	-4.1%	-5.8	x	x
COc1ccccc1N1CCN(c2ncc3c(n2)CCN(Cc2ccccc2C)C3)CC1	4.2%	0.1	-0.6%	6.7	2.2	1.1%	-0.1	-2.1%	-3.6
Cc1cccc(NC(=S)NC2CC3C=CC2C3)c1 (stereo not drawn)	u	5.8	-0.9%	-6.9	-1.6	0.0%	3.2	0.4%	-6.3
COc1ccccc1N1CC(C)(C)C(=O)N(C(=O)c2ccc(C)cc2)C1=S	-11.0%	4.9	25.1µM*	0.4	-2.4	-2.7%	-44.5*	-3.1%	-3.3
CC(=O)OCCOCn1cnn2c(=O)c(Br)c(C)nc12	-18.8%	2.1	1.1%	-1.9	-1.8	5.1%	-10.7	2.7%	-2.7
CC(C)(C)c1ccc(NC(=O)c2ccsc2)cc1	4.1%	-1.1	-8.5%	-12.6	-3.5	-1.8%	-31.2*	1.0%	-24.0
O=C(NCCc1ccccc1)C1CCN(S(=O)(=O)N2CCCC2)CC1	-0.4%	4.0	-2.8%	5.0	1.9	0.5%	9.4	-5.0%	-32.4
Cc1ccc(CNC(=O)CN(c2ccc(C)cc2)S(=O)(=O)c2c(C)n[nH]c2C)cc1	-2.9%	1.1	-0.6%	-7.0	-7.0	-1.6%	-20.6	4.7%	-1.5
Cc1cc(=O)n2c3ccccc3n(CC(O)CN3CCOCC3)c2c1C#N (stereo not drawn)	21.2%	0.7	-5.5%	2.8	4.2	11.2%	3.3	3.3%	10.9
CCN(CC(=O)Nc1c(F)cccc1F)C(=O)c1ccc2c(c1)OCCO2	-13.4%	-1.1	2.4%	-8.4	6.5	0.2%	8.3	-1.8%	-14.3
CC(C)Sc1ncc(Cl)c(C(=O)N(Cc2ccc(F)cc2)C2CCS(=O)(=O)C2)n1 (stereo not drawn)	1.6%	-1.5	-2.2%	8.5	3.1	0.8%	-8.7	-1.3%	x
Cc1cccc(C)c1NC(=O)c1ccc(N2CCCC2=O)cc1	-0.3%	-0.4	9.3%	15.9	0.6	0.1%	5.1	3.7%	2.4
COc1ccc(SC[C@H](Cc2ccccc2)N2CC[C@@H](C)CCC2=O)cc1	-5.3%	2.2	-2.4%&-1.2%	9.2	-6.3	1.5%	x	-0.4%&-2.6%	x
CC(NS(=O)(=O)c1ccc(Br)cc1)C(=O)NCCc1ccccc1 (stereo not drawn)	-15.5%	3.1	-4.6%	2.0	0.8	-0.1%	2.7	2.6%	x
O=C(Nc1ccc2c(c1)OCO2)C1CCCN1C(=O)NCc1ccccc1 (stereo not drawn)	-3.0%	1.4	1.1%	-2.2	1.9	1.3%	-0.9	0.7%	-1.0
O=C(Nc1ccc2c(c1)ncn2C1CCCCC1)c1ccco1	-2.6%	4.0	2.5%	7.9	4.2	-0.2%	-0.1	-8.2%	-9.6
CN(Cc1ccon1)Cc1cn(C)nc1-c1ccc(Oc2ccccc2)cc1	17.2%	3.1	-3.2%	1.8	-11.2	-0.8%	-5.5	0.7%	-14.7
COc1ccccc1C(=O)NNC(=O)C(=O)NC1CCCCC1	-0.6%	1.7	-1.0%	0.7	1.6	-4.7%	-1.2	0.4%	-31.7
O=C(Nc1ccc(Br)cc1)c1cccc(S(=O)(=O)Nc2cnc3ccccc3c2)c1	6.8%	2.2	-2.9%	0.3	-3.6	2.9%	-19.0	-6.2%	-16.7
O=C(CSC1=Nc2ccccc2C2=NC(Cc3ccccc3)C(=O)N12)Nc1ccccc1C(F)(F)F (stereo not drawn)	1.4%	0.3	-1.5%	0.7	0.1	3.4%	-11.2	-2.2%	1.1
COc1cccc(NC(=O)C(=O)NCCC2CCCCN2S(=O)(=O)c2cccs2)c1 (stereo not drawn)	3.6%	12.2	3.5%	-1.3	-0.6	0.4%	6.5	1.7%	-5.0
O=C(Cc1ccccc1)Nc1ccccc1C(=O)N1CCN(c2ccccc2)CC1	5.7%	1.8	-2.7%	6.5	14.8	2.8%	8.6	-0.9%	-5.1

This is a subset (hit frequency here may not be typical).
